MITF TRPM1 HTS: increases MITF-driven TRPM1 promoter luciferase signal; SK-MEL-5 TRPM1-promoter luciferase, 24 h; % of positive control, neutral wells = 0; 0.75% of 300,000 active; AID 588334; activation, % at 12.5 µM;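 active = mean activation of at least 80% with every replicate also reaching 80%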;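 also: 0% = neutral control wells and 100% = parthenolide positive control wells; values of inactives mirror those of a sister screen read the other way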
CAL PDZ FP-1: blocks peptide binding to the human CAL PDZ domain | Q9HD26 | 0.92% of 300,000 active | AID 602252 | purified CAL PDZ, TMR-peptide fluorescence polarization, 1 h | inhibition, % at 24.9 µM;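 active = mean inhibition of at least 30% with at least half of replicates also reaching 30%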;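 also: 0% = DMSO neutral control and 100% = excess unlabeled competitor peptide PRC23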
SR-BI uptake up: SR-BI HDL lipid transfer activation | CHO ldlA[mSR-BI] cells, DiI-HDL uptake fluorescence, 3 h; 100 = double the neutral-control signal | activation, % at 12.5 µM | 0.096% of 320,000 active | AID 504775;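 active = mean replicate activation of at least 60% and every replicate at or above 60%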;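 also: 0% = median plate neutral-control signal and 100% = twice that signal; values of inactives mirror those of a sister screen read the other way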
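material = CHO ldlA[mSR-BI] cells | medium = Ham's F12 with 0.5% BSA, HEPES 25 mM, pH 7.4 | reagent = fluorescent DiI-HDL, 10 µg/mL final | compound dosing = single-point compound dose | incubation = 3 h, 37 °C | measured by = bottom-read fluorescence, 550/595 nm | measure = HDL uptake via cellular fluorescence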
phage Ecoli inh: E. coli growth loss with phage present. growth absorbance. inhibition, % at 11.9 µM. 0.26% of 360,000 active; in the data active = inhibition above about 11%
SR-BI DiI inh: blocks mouse SR-BI lipid uptake from DiI-HDL. 0.96% of 320,000 active. inhibition, % at 12.5 µM. AID 488896. ldlA[mSR-BI] CHO cells, DiI-HDL uptake fluorescence, 3 h;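 active = mean replicate inhibition of at least 70% and a set share of replicates each scoring 70 or more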;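 also: 0% = median of neutral control wells and 100% = median of positive control wells; values of inactives mirror those of a sister screen read the other way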
Target sequence (Q61009 whole entry, looked up): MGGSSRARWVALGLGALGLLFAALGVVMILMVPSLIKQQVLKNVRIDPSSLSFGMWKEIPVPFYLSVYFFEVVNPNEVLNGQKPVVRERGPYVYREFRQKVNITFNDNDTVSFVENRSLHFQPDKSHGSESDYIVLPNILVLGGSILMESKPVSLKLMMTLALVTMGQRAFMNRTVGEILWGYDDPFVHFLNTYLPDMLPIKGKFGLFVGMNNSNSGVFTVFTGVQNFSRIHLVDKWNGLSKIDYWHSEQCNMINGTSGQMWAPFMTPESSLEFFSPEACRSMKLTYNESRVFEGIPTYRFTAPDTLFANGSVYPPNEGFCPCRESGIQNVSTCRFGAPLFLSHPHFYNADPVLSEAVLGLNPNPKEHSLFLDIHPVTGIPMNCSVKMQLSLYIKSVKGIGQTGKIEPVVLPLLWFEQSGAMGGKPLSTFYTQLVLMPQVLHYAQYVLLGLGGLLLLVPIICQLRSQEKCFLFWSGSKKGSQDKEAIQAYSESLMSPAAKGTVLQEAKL
Tat transport: E. coli Tat transport inhibition | E. coli MC4100 TorA-mCherry Tat export, fluorescence | inhibition, % at 10 µM | AID 488895 | 0.036% of 340,000 active;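 active = mean replicate inhibition at least 50% and at least half of replicates individually reaching 50%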;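 also: exported cargo escapes ClpAP degradation while cytoplasmic cargo is degraded and loses fluorescence; 0% = median of neutral control wells and 100% = median of NaSCN control wells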
E coli growth: reduces bacterial viability in AddAB counter-screen | E. coli V3065 growth, OD600 absorbance, 18 h | inhibition, % at 11.9 µM | 0.27% of 330,000 active | AID 449728;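 active = inhibition above the campaign's mean inhibition across all tested compounds plus 3 SD, cut at about 9.9% in these data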;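 also: uninfected addAB+ strain grown without phage in ampicillin broth; 0% = DMSO wells and 100% = ciprofloxacin 0.95 µg/ml wells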
CAL PDZ FP-2: inhibitors of human CAL PDZ peptide binding; inhibition, % at 20 µM; Q9HD26; 0.02% of 330,000 active; AID 504414; purified CAL PDZ, TMR-peptide fluorescence polarization, 1 h;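 active = highest replicate inhibition of at least 40%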;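 also: plate controls were DMSO neutral control wells for no effect and unlabeled competitor peptide control wells for full effect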
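material = purified tagged CAL PDZ domain construct (CerCALP) | compound dosing = 20 µM, one dose | times = 1 h at RT | measured by = fluorescence polarization from S- and P-plane intensities, G-factor corrected | read-out = inhibition from polarization loss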
AddAB inh: less growth of phage-infected E. coli with AddAB. E. coli expressing H. pylori AddAB, absorbance growth. inhibition, % at 11.9 µM. 0.29% of 330,000 active. AID 435030; in the data active = inhibition above about 12%;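 also: 0% = vehicle wells of infected cells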
Wnt bcat act: activates Wnt/beta-catenin signaling in a reporter cell assay; activator, plate reader; activation, % at 9.35 µM; 1.2% of 300,000 active; AID 743398; in the data active = activation above about 30%, passing the limit was not always enough;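 also: 0% = neutral control wells and 100% = positive control wells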
Starred values were filed as active, the others as inactive; / = not tested or not shown.

Letter code – A = MITF TRPM1 HTS; B = CAL PDZ FP-1; C = SR-BI uptake up; D = phage Ecoli inh; E = SR-BI DiI inh; F = Tat transport; G = E coli growth; H = CAL PDZ FP-2; I = AddAB inh; J = Wnt bcat act
CCOC(=O)c1nnn(-c2nonc2NC(C)=O)c1C
  A = -4.6	B = -0.1	C = 7.6	D = 1.5	E = -7.6	F = -16.1	G = 1.5	H = -0.2	I = 5.0	J = /

Cc1ccc(C)c2c1N(Cc1ccccc1)C(=O)C21OCCO1
  A = /	B = -6.5	C = -24.9	D = 2.8	E = 24.9	F = -0.1	G = 1.8	H = -0.3	I = -0.2	J = 0.5

CC(C)(C)NS(=O)(=O)c1ccc(CCC(=O)N2CCOCC2)cc1
  A = 10.6	B = 3.6	C = 25.1	D = 2.0	E = -25.1	F = 1.1	G = -0.5	H = 0.4	I = 2.5	J = -0.9

COCC(=O)n1nc(NCc2ccc(OC)cc2)nc1NCc1ccc(OC)cc1
  A = /	B = -3.7	C = -14.5	D = -0.2	E = 14.5	F = -5.5	G = -0.3	H = -1.2	I = 4.0	J = -1.5

CC(Nc1c[nH]c(=O)[nH]c1=O)c1ccccc1 (centres undefined)
  A = 4.3	B = 0.6	C = /	D = 0.3	E = /	F = -10.8	G = /	H = -0.6	I = /	J = -0.7

CCC1Oc2ccccc2C(=O)N(CC(=O)c2ccc3c(c2)OCCO3)C1=O (centres undefined)
  A = 52.0	B = -0.3	C = -10.0	D = 3.4	E = 10.0	F = -0.2	G = -0.2	H = -1.3	I = 4.2	J = -4.1

Cc1c(NS(=O)(=O)c2ccc(NC3CCCC3)c([N+](=O)[O-])c2)c(=O)n(-c2ccccc2)n1C
  A = 12.6	B = -0.2	C = 37.2	D = 2.7	E = -37.2	F = 9.2	G = -2.6	H = -2.3	I = 8.8	J = -1.9

COc1cccc(NC(=O)c2nn(C)c3c2CS(=O)(=O)c2ccccc2-3)c1
  A = 3.8	B = -2.7	C = -47.1	D = -0.3	E = 47.1	F = -10.3	G = 0.0	H = -0.7	I = 3.2	J = 2.9

CCCCN(C(=O)CCCc1nc2ccccc2c(=O)[nH]1)c1c(N)n(CC(C)C)c(=O)[nH]c1=O
  A = -3.5	B = -0.9	C = 2.9	D = 1.2	E = -2.9	F = 15.2	G = 1.2	H = 0.2	I = 1.8	J = -5.8

CC1(C)CC(=O)C(N=Nc2ccc(C(F)(F)F)cc2[N+](=O)[O-])=C(O)C1
  A = /	B = 6.1	C = -5.5	D = 2.3	E = 5.5	F = 3.8	G = -1.9	H = 0.9	I = -0.5	J = -3.4

Cc1ccc(CNS(=O)(=O)NCc2cccs2)cc1
  A = 7.7	B = 0.2	C = 7.2	D = 4.1	E = -7.2	F = -1.1	G = 2.7	H = -1.3	I = 4.0	J = 0.2

Cc1c(Br)cc(C(=O)NCCCN2CCOCC2)c(C)c1C
  A = -9.5	B = -4.1	C = -0.3	D = 0.9	E = 0.3	F = -3.6	G = 2.9	H = -1.7	I = 0.0	J = /

C=CCC(=O)N(CC)CC1CCCN(CCc2cccc(F)c2)C1 (centres undefined)
  A = 0.0	B = /	C = /	D = 1.3	E = /	F = 6.1	G = /	H = 1.3	I = /	J = 0.6

Cc1ccc(C(=O)Oc2csc(=S)n2C(=O)c2ccc(C)cc2)cc1
  A = 6.4	B = -0.6	C = -5.9	D = -1.4	E = 5.9	F = -5.9	G = -0.2	H = 1.1	I = 2.0	J = 2.2

COc1cc(NC(=O)c2cc(OC)c(OC)c(OC)c2)c2ncccc2c1
  A = /	B = -4.2	C = -55.6	D = 1.3	E = 55.6	F = 3.5	G = /	H = -2.3	I = /	J = 1.2

COc1ccc(NC(=O)C(OC)c2ccccc2)cc1Cl (centres undefined)
  A = 21.3	B = -1.7	C = 21.6	D = 0.4	E = -21.6	F = -1.3	G = 0.8	H = -2.2	I = -0.2	J = -0.7

Cc1nc(C)c(-c2ccc(SCc3ccc(Cl)cc3)nn2)s1
  A = 12.8	B = /	C = -19.0	D = -0.9	E = 19.0	F = 5.0	G = 1.3	H = -0.5	I = 0.8	J = -2.3

O=C(CNC(=O)c1ccccc1F)OCc1nc2ccc(Cl)cc2n1CCO
  A = -3.6	B = -1.5	C = 11.0	D = 1.4	E = -11.0	F = -1.7	G = 0.5	H = 0.4	I = 1.2	J = 1.9

C(=C\c1ccccc1)/CSc1nnc(-c2cnccn2)n1Cc1ccco1
  A = -3.9	B = -5.2	C = -9.6	D = 4.6	E = 9.6	F = -22.3	G = 0.5	H = /	I = -0.7	J = /

CCN(C(=O)COC(=O)/C=C/c1ccc(S(=O)(=O)N2CCc3ccccc32)cc1)C1CCS(=O)(=O)C1 (centres undefined)
  A = 0.6	B = 5.2	C = -52.0	D = 1.8	E = 52.0	F = 5.0	G = -1.8	H = -1.9	I = 0.5	J = -3.9

CCOC(=O)C1CCCN(C(=O)Cn2nc(Cc3cccnc3)c3ccccc3c2=O)C1 (centres undefined)
  A = /	B = /	C = 3.6	D = -2.4	E = -3.6	F = 10.9	G = -0.6	H = 0.2	I = -0.5	J = -2.4

CC(C(=O)Nc1cccnc1)N1C(=O)C2C3C=CC(C3)C2C1=O (centres undefined)
  A = /	B = -1.4	C = -3.4	D = 2.9	E = 3.4	F = 1.0	G = -1.6	H = -0.5	I = 1.7	J = -2.7

Cc1cccc(NC(=O)CCS(=O)(=O)c2cccc3nsnc23)c1C
  A = /	B = 2.9	C = 70.4*	D = 3.1	E = -70.4	F = 8.3	G = -2.0	H = -0.8	I = 0.5	J = -3.7

CCN(CC)CCNC(=O)C1(O)c2cc(Br)ccc2NC(=O)N1c1ccc(Cl)cc1 (centres undefined)
  A = /	B = -4.2	C = 12.2	D = 0.1	E = -12.2	F = -8.6	G = 0.5	H = -2.1	I = -0.4	J = -1.7

O=C(CSc1ncccc1-c1nc2ccccc2[nH]1)NCc1ccco1
  A = -10.1	B = /	C = -5.9	D = 2.3	E = 5.9	F = -7.8	G = 2.2	H = -6.4	I = 2.2	J = -3.6

Single entries from the list.
In CAL PDZ FP-2, O=C(CSc1ncccc1-c1nc2ccccc2[nH]1)NCc1ccco1 has the entry -6.4
In MITF TRPM1 HTS, CC(C)(C)NS(=O)(=O)c1ccc(CCC(=O)N2CCOCC2)cc1 has the entry 10.6
In CAL PDZ FP-1, COc1cc(NC(=O)c2cc(OC)c(OC)c(OC)c2)c2ncccc2c1 has the entry -4.2

Next entries.
Letter code – A = MITF TRPM1 HTS; B = CAL PDZ FP-1; C = SR-BI uptake up; D = phage Ecoli inh; E = SR-BI DiI inh; F = Tat transport; G = E coli growth; H = CAL PDZ FP-2; I = AddAB inh; J = Wnt bcat act
C=CCOc1cccc(C2C(C(=O)c3ccco3)=C(O)C(=O)N2CCN2CCOCC2)c1 (centres undefined)
  A = 2.8	B = -4.8	C = -1.4	D = -7.5	E = 1.4	F = -5.9	G = 0.4	H = /	I = 0.6	J = /

Cc1cccc(-c2nc3c(c(SCC(=O)N4CCCC4)n2)COC(C)(C)C3)c1
  A = 1.6	B = -1.4	C = -8.9	D = 3.2	E = 8.9	F = 21.5	G = 0.9	H = -2.6	I = 4.2	J = -2.1

COCCNC(=O)CSc1nc2cc(OC)c(OC)cc2c(=O)n1Cc1ccc(OC)cc1
  A = -2.2	B = 0.0	C = 8.7	D = 4.2	E = -8.7	F = -10.3	G = -3.8	H = -0.8	I = 2.8	J = -2.5

CC1CCN(CC(O)COC2CC(C)CC(C)(C)C2)CC1 (centres undefined)
  A = /	B = /	C = /	D = 0.4	E = /	F = /	G = -0.7	H = /	I = 0.5	J = 19.3

CCCCC(=O)c1ccc(O)cc1O
  A = 24.4	B = -4.2	C = 6.4	D = 2.7	E = -6.4	F = -9.7	G = 3.3	H = /	I = 4.4	J = -0.4

CN(O)/C=N/C(=S)Nc1ccc(Cl)cc1Cl
  A = -14.3	B = /	C = -13.9	D = 0.0	E = 13.9	F = 1.6	G = 2.2	H = -4.5	I = 2.6	J = 3.8

CCc1cc2c(NC(C(=O)O)C(C)C)ncnc2s1 (centres undefined)
  A = 2.7	B = -2.8	C = 28.8	D = 1.1	E = -28.8	F = 3.8	G = -2.4	H = -1.1	I = 3.1	J = -1.0

COc1ccccc1CN=C1NC(=O)C(CC(=O)Nc2ccc(C(C)=O)cc2)S1 (centres undefined)
  A = 6.7	B = 5.0	C = -28.7	D = 1.8	E = 28.7	F = -0.3	G = 0.3	H = -0.4	I = -0.7	J = 3.7

O=C(CNC(=O)c1ccccc1F)NCC(c1cccs1)N1CCOCC1 (centres undefined)
  A = 6.7	B = 0.0	C = 23.6	D = 1.3	E = -23.6	F = -3.2	G = -0.5	H = 0.0	I = -1.8	J = 4.5

CCOc1ccc(OCC)c(NC(=O)CSCCc2ccccn2)c1
  A = 13.6	B = -4.6	C = -27.0	D = 2.4	E = 27.0	F = -4.6	G = 1.3	H = 0.3	I = 0.9	J = 3.6

Nn1c(SCC(=O)Nc2cccc(S(N)(=O)=O)c2)nnc1C1CC1
  A = 0.2	B = 69.6*	C = 0.2	D = 2.6	E = -0.2	F = -8.5	G = -0.1	H = 0.1	I = 2.2	J = -0.8

CCc1nnc(NC(=O)Cn2c(=O)oc3ccccc32)s1
  A = 5.2	B = -0.9	C = 26.6	D = 2.5	E = -26.6	F = 8.1	G = 1.2	H = -0.6	I = 2.5	J = 1.3

CCOC(=O)c1c(NC(=O)CSc2nnc(C)s2)sc2c1CCC(CC)C2 (centres undefined)
  A = 4.9	B = -1.9	C = -34.4	D = 0.4	E = 34.4	F = -18.7	G = 0.4	H = -2.2	I = 1.4	J = /

CCOCC(O)CS(=O)(=O)c1ccccn1 (centres undefined)
  A = -3.2	B = 0.2	C = 27.8	D = 1.4	E = -27.8	F = 2.1	G = -2.1	H = -3.3	I = 1.0	J = /

CC12CS(=O)(=O)CC1SC(=S)N2c1ccccn1 (centres undefined)
  A = -3.4	B = 4.5	C = /	D = 3.2	E = /	F = 5.7	G = 1.8	H = -2.7	I = 5.3	J = -1.8

Cc1nc2ccccc2c(C)c1CC(=O)N(C)CC(=O)Nc1cccc(F)c1
  A = -18.0	B = -3.5	C = -4.8	D = -1.0	E = 4.8	F = 0.6	G = 1.2	H = -1.4	I = 2.9	J = -2.0

Bioassay records deposited in PubChem by several laboratories.

Compounds as they come; 3.6% or so of the library scored in one or more.
